Bioassay records deposited in PubChem BioAssay by Sanford-Burnham Center for Chemical Genomics.
Jurkat NFkB inh: lowers PMA/ionomycin-induced NF-kB signal in Jurkat cells | PMA/ionomycin-induced NF-kB luciferase reporter, luminescence | inhibition, % at 4 µM | actives 0.53% (n = 330,000) | AID 435003; in the data active = inhibition above about 50%
tim23-1 inh: tim23-1 yeast growth inhibition; S. cerevisiae tim23-1 growth, BacTiter-Glo luminescence, 24 h; inhibition, % at 20 µM; actives 1.3% (n = 330,000);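 active = growth inhibition of the mutant yeast at or above 50%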;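 note: temperature-sensitive mutant grown at 25 °C; plate controls were DMSO-treated mutant yeast for no effect and medium wells lacking yeast for full effect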
697 NFkB inh: lowers PMA/ionomycin-induced NF-kB signal in 697 B cells. 697 B-cell NF-kB luciferase reporter, 16 h. inhibition, % at 4 µM. actives 0.33% (n = 330,000). AID 435022; in the data active = inhibition above about 35%
Mdm2 MdmX PPI: human Mdm2/MdmX binding inhibition. inhibition, % at 8 µM. SaOS-2 split-luciferase Mdm2/MdmX complementation, luminescence. actives 3% (n = 330,000). O15151+Q00987;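 active = inhibition of at least 50% at 8 µM in the primary screen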
Target sequence (O15151 whole entry, looked up): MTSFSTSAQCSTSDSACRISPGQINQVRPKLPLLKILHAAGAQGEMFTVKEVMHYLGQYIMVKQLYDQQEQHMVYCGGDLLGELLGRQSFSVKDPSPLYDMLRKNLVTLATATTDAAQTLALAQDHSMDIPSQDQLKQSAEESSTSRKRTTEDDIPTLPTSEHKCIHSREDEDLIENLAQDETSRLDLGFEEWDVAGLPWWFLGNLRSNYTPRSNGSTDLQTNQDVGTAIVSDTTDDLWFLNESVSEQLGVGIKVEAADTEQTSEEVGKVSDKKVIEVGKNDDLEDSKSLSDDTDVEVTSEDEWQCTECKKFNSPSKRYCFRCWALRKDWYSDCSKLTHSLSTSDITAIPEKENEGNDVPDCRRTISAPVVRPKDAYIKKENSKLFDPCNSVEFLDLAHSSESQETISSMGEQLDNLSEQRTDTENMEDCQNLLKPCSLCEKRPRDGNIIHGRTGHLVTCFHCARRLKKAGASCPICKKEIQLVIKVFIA
Target sequence (Q00987 whole entry, looked up): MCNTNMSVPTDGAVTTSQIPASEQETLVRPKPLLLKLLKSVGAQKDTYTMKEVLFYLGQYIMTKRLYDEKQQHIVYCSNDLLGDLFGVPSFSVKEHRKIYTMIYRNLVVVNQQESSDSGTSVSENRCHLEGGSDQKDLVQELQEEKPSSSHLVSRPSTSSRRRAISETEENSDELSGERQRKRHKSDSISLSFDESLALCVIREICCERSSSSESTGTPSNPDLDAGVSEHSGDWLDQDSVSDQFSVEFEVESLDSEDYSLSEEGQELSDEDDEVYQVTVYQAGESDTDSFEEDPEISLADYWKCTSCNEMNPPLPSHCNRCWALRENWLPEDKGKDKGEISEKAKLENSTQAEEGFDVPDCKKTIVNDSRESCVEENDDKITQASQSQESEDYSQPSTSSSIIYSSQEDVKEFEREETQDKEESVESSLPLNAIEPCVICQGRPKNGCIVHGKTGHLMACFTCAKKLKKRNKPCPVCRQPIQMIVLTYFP
CHOP UPR activ: activators of apoptotic arm of unfolded protein response (CHOP). CHO-CHOP luciferase reporter, UPR activation, luminescence; percent of tunicamycin response over DMSO baseline. activation, % at 10 µM. actives 0.34% (n = 330,000);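 active = at 10 µM dose, activation of 40% or more, normalized to positive control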;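 note: 100% = tunicamycin at 10 µg/mL and 0% = DMSO alone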
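Assay system: CHO cells with stable CHOP pathway luciferase reporter; Buffer or medium: F12 plus 10% serum; Times: 16-18 h cell attachment, then 6 h compound exposure, 37 °C; Signal: luciferase luminescence; Read-out basis: percent activation relative to tunicamycin control; Control set: tunicamycin high control, DMSO low control.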
UPR XBP1 act: adaptive UPR (XBP1) activation; CHO-XBP1 luciferase reporter, IRE1-XBP1 UPR activation, luminescence; percent of tunicamycin response, DMSO as zero; AID 463104; activation, % at 20 µM; actives 0.33% (n = 330,000);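 active = versus positive control, 20 µM dose yields 30% or more activation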;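 note: 100% = tunicamycin at 10 µg/mL and 0% = DMSO only wells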
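Material: CHO-XBP1 cells stably carrying IRE1-XBP1-driven luciferase reporter | Medium: F12 with 10% serum | Compound dosing: 20 µM single concentration, DMSO 1% | Incubation: Overnight seeding at 37 °C, 6 h compound treatment at 37 °C | Detection: Steady-Glo luminescence read | Read-out basis: % activation of reporter signal versus tunicamycin and DMSO controls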
APJ ag: activates the human apelin receptor APJ; CHO-K1 APJ PathHunter beta-arrestin, luminescence; 0% DMSO wells, 100% apelin; activation, % at 20 µM; actives 0.11% (n = 330,000);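 active = activation more than six SD over the plate average, tested at 20 µM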;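 note: 0% = DMSO alone and 100% = apelin-13 at 10 nM; some results filed as inactive read as strong as hits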
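Assay system: CHO-K1 APJ beta-arrestin complementation cell line / Compound: single test compound dose, 20 µM final, 1% DMSO / Times: overnight seeding, 90 min compound at 25 °C, 1 h detection / Technique: beta-gal luminescence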
APJ antag: APJ receptor antagonism; P35414; CHO-K1 APJ beta-arrestin complementation, luminescence; inhibition, % at 20 µM; actives 0.32% (n = 330,000); AID 2521;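 active = inhibition above about 40% at 20 µM, limit read from the data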;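 note: cells challenged with 10 nM apelin-13 agonist together with compound; plate controls were apelin-13 plus DMSO wells for no effect and DMSO wells lacking apelin-13 for full effect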
* = called active by the depositor.

SMILES | Jurkat NFkB inh | tim23-1 inh | 697 NFkB inh | Mdm2 MdmX PPI | CHOP UPR activ | UPR XBP1 act | APJ ag | APJ antag
O=C(O)C1CCCN(S(=O)(=O)c2ccc(-c3ccc(=O)[nH]n3)s2)C1 (stereo not drawn) | -20 | -12 | -21 | 6 | 0.5 | -3 | 3 | 8
Cc1cc(=O)n2nc(-c3ccccc3)sc2c1C#N | -3 | -5 | 5 | 12 | 3.9 | 4 | -4 | 10
COc1cccc(NC(=O)Cc2nnc(SCC(=O)NC(C)c3ccccc3)n2C)c1 (stereo not drawn) | -7 | -1 | 0 | 23 | -2.9 | 3 | -3 | -6
O=C(NCCc1ccccc1)C1CCCN1C(=O)Nc1ccccc1 (stereo not drawn) | -10 | -4 | -6 | -39 | -0.8 | -5 | -6 | -9
COc1ccc(NC(=O)CCn2cccc2)c(OC)c1 | -4 | 10 | -11 | 20 | -0.7 | -2 | 0 | 19
Cn1c(N)c(C(=O)COC(=O)c2ccco2)c(=O)n(C)c1=O | 11 | 5 | 6 | 19 | 0.0 | 1 | -2 | 5
CC(C)NC(=O)/C(C#N)=C/c1ccc(N(C)C)o1 | -1 | -5 | 4 | 15 | 2.8 | -3 | -3 | 10
Cn1c(SCC(=O)NCC2CCCO2)ncc(C(=O)Nc2ccc(Cl)cc2)c1=O (stereo not drawn) | -37 | 17 | -38 | -16 | 158* | 5 | -2 | 11
O=C1NCCN1Cc1ccc(F)cc1 | 11 | -8 | -4 | -34 | -1.4 | -1 | -5 | -9
CCc1sc(C(=O)NC)cc1Br | 4 | 16 | 10 | -3 | 0.2 | 0 | -4 | 12
COc1cc(OC)cc(C(=O)Nc2cccc(NC(=O)c3cc(OC)cc(OC)c3)n2)c1 | -12 | 2 | 23 | 11 | -0.1 | -1 | -1 | -4
C[C@H](NC(=O)[C@H]1N2C(=O)c3ccccc3C2SC1(C)C)C(=O)N1CCC[C@H]1CO (stereo partly drawn) | 0 | 20 | -4 | 1 | -1.7 | -4 | -2 | -13
CS(=O)(=O)c1ccc(-c2nnc(NC(=O)c3ccc(S(=O)(=O)N4CCCC4)cc3)o2)cc1 | 5 | 3 | -4 | -9 | 0.9 | 5 | -2 | -11
COC(=O)c1oc2c(c1C)C1(CCC2)SCCS1 | -19 | 29 | -53 | 0 | 1.4 | 2 | 2 | 9
CCOC(=O)N1CCN(C(=O)c2cc3ccc(OC)cc3[nH]2)CC1 | -14 | 9 | 7 | -5 | -1.5 | 4 | -5 | -3
Cc1cccc(-c2nc(N)nc(N)n2)c1 | -45 | 11 | -26 | 6 | 2.6 | 4 | -4 | 22
CC(CN1CCCC1)OC(=O)c1ccc(Cl)cc1 (stereo not drawn) | -1 | -10 | 5 | 17 | -0.1 | -1 | -3 | -5
CC(Cc1c[nH]c2ccccc12)C(=O)N1CCN(c2ccccc2F)CC1 (stereo not drawn) | -15 | 17 | 2 | 2 | 0.8 | -1 | -3 | 14
COc1cccc(NC(=O)COC(=O)c2ccc3c(c2)OCO3)c1 | -9 | 15 | 14 | -13 | 1.5 | -5 | -1 | 4
COc1ccc(Cl)cc1N1C(=N)SCC1=O | 12 | 19 | 3 | 1 | -1.4 | -3 | -2 | 9
CCC(CC)NC(=O)c1cccc(Oc2ccccc2)c1 | 1 | 26 | -13 | -25 | -0.1 | 7 | -2 | -13
COCCn1nnnc1C(c1ccc(OC)c(OC)c1)N1CCc2ccccc21 (stereo not drawn) | 1 | 6 | 7 | 10 | 0.7 | -1 | 1 | 19
Cc1ccccc1OCc1nnc(SCc2cc(=O)[nH]c3ccccc23)o1 | -13 | -7 | 8 | 15 | 0.3 | 1 | -7 | -5
COc1ccc(-c2noc(-c3cccs3)n2)cc1OC | -143 | 4 | -132 | -333 | 9.8 | 9 | 0 | -2
Cc1ccc(C)c(N2CCN(C(=O)CCCn3c(=O)c4cccn4c4cccnc43)CC2)c1 | 24 | 38 | -43 | 1 | -1.0 | -4 | 7 | -3

Exported as labelled records: entries from further up
> Cn1c(N)c(C(=O)COC(=O)c2ccco2)c(=O)n(C)c1=O
  Jurkat NFkB inh = 11 | tim23-1 inh = 5 | 697 NFkB inh = 6 | Mdm2 MdmX PPI = 19 | CHOP UPR activ = 0.0 | UPR XBP1 act = 1 | APJ ag = -2 | APJ antag = 5

> CC(C)NC(=O)/C(C#N)=C/c1ccc(N(C)C)o1
  Jurkat NFkB inh = -1 | tim23-1 inh = -5 | 697 NFkB inh = 4 | Mdm2 MdmX PPI = 15 | CHOP UPR activ = 2.8 | UPR XBP1 act = -3 | APJ ag = -3 | APJ antag = 10

(continued)
SMILES | Jurkat NFkB inh | tim23-1 inh | 697 NFkB inh | Mdm2 MdmX PPI | CHOP UPR activ | UPR XBP1 act | APJ ag | APJ antag
CC1CN(S(=O)(=O)c2cccc(C(=O)OC/C(O)=C(\C#N)c3nc4ccccc4[nH]3)c2)CC(C)O1 (stereo not drawn) | -3 | 6 | 2 | 14 | 1.5 | -1 | 0 | -6
O=C(O)c1cnc(-c2ccccc2)nc1Sc1ccccc1Cl | 0 | 26 | 7 | 13 | 1.0 | 2 | 4 | 12
O=C(Nc1sccc1C(=O)NCc1ccco1)c1cccnc1 | -2 | 35 | 2 | 9 | 0.4 | 1 | -4 | 14
CC(OC(=O)CN1C(=O)NC2(CCCC2)C1=O)C(=O)c1ccc(C(C)(C)C)cc1 (stereo not drawn) | 11 | 23 | 2 | 14 | 2.2 | 1 | 7 | -33
CN(C)S(=O)(=O)c1ccc(C(=O)OCc2ccc([N+](=O)[O-])cc2)cc1 | -16 | 11 | 11 | 11 | 0.2 | -2 | -3 | 10
O=c1cc(CSc2nnnn2-c2ccccc2)[nH]c2[nH]n(-c3ccccc3)c(=O)c12 | 10 | 17 | 8 | 15 | -1.8 | -2 | -1 | 8
O=C(NCc1ccccc1F)C1CCCN(S(=O)(=O)c2ccc(-n3cnnn3)cc2)C1 (stereo not drawn) | 11 | 4 | -10 | -11 | -0.5 | -1 | 2 | -17
Cc1nc2cc(NC(=O)c3ccc([N+](=O)[O-])s3)ccc2s1 | -19 | 44 | 18 | 18 | 7.7 | 1 | 17 | -96
Cc1cccc(Nc2ccc(S(=O)(=O)N3CCOCC3)cc2[N+](=O)[O-])c1 | 4 | 26 | 5 | 13 | -2.5 | -1 | -4 | 1
COc1ccc(S(=O)(=O)/N=C2/NC(=O)/C(=C\c3cc(OC)c(OC)cc3[N+](=O)[O-])S2)cc1 | -10 | 5 | -6 | 26 | 0.9 | 1 | -3 | 8
Cc1cccnc1NC(=O)/C=C/c1ccc2c(c1)OCO2 | -53 | -9 | -37 | -37 | 3.6 | 1 | -4 | 21
Cc1ccccc1OCC(=O)NNC(=O)CSc1nc(N)cc(N)n1 | 10 | 14 | 8 | -3 | -2.2 | 1 | -2 | -2
COc1ccc(CCN2C(=O)c3ccccc3NC2c2cc(Cl)c(O)c(OC)c2)cc1 (stereo not drawn) | 33 | 23 | -47 | 42 | 0.9 | 2 | 2 | -22
CN1CCN(CCCCOc2ccc(F)cc2)CC1 | -8 | 11 | 12 | 6 | 0.1 | 0 | -5 | 10
C/C(CC(=O)Nc1ccc([N+](=O)[O-])cc1)=N/NC(=O)C1C2CCCCC21 (stereo not drawn) | -2 | 12 | 10 | 14 | 1.3 | -2 | -1 | 9
CC12CCC(C(=O)N3CCCCC3)(CC1=O)C2(C)C (stereo not drawn) | 0 | 2 | -1 | 0 | -1.6 | 1 | 0 | 1
Cc1cc(C(F)F)nn1CC(=O)NC1CCCC1 | 5 | 6 | -6 | 29 | -1.2 | 0 | -5 | 7
Cc1ccc(C(=O)NC(=S)Nc2ccc(N3CCOCC3)cc2)c(C)c1 | 5 | 14 | -26 | 21 | -1.6 | 1 | 0 | 14
CNc1cc(=O)n(C)c(=O)n1-c1ccccc1 | 3 | -1 | 6 | 4 | 1.1 | 0 | -1 | 6
O=C(Nc1ccc(OC(F)(F)F)cc1)N1CCN(c2ccnc3cc(Cl)ccc23)CC1 | 17 | 74* | -22 | 22 | 4.3 | -3 | 1 | -4
Cc1cc(S(=O)(=O)NCc2ccccc2)ccc1OCC(=O)NCC1CCCO1 (stereo not drawn) | 2 | -6 | 23 | -19 | -0.1 | 0 | -2 | -1
Cc1cc(C)n(CC(=O)NNC(=O)C2CC(=O)N(Cc3ccccc3Cl)C2)n1 (stereo not drawn) | -7 | 5 | 1 | 5 | 0.3 | -4 | -2 | 0
CC1(C)Cc2c(c(N3CCOCC3)nc3sc(C(=O)Nc4ccc(Cl)cc4)c(N)c23)CO1 | -21 | 11 | -8 | 5 | 8.7 | 10 | 0 | 0
CCOC(=O)N1CCN(C(=O)c2cnn3ccccc23)CC1 | 4 | 14 | 9 | 29 | 1.0 | 0 | -2 | 20
CCCCN(C)CCNC(=O)C(NC(=O)C1CCC(C)CC1)C(C)C (stereo not drawn) | 10 | 5 | -3 | -1 | -0.2 | -1 | -1 | -2

Compound profiles, as listed above. Order of screens: Jurkat NFkB inh, tim23-1 inh, 697 NFkB inh, Mdm2 MdmX PPI, CHOP UPR activ, UPR XBP1 act, APJ ag, APJ antag
Cc1cc(C(F)F)nn1CC(=O)NC1CCCC1 in the list: 5, 6, -6, 29, -1.2, 0, -5, 7
Cc1cccnc1NC(=O)/C=C/c1ccc2c(c1)OCO2 in the list: -53, -9, -37, -37, 3.6, 1, -4, 21
O=C(O)c1cnc(-c2ccccc2)nc1Sc1ccccc1Cl in the list: 0, 26, 7, 13, 1.0, 2, 4, 12

The listing picks up with the 2 entries that preceded the break.
SMILES | Jurkat NFkB inh | tim23-1 inh | 697 NFkB inh | Mdm2 MdmX PPI | CHOP UPR activ | UPR XBP1 act | APJ ag | APJ antag
CCOC(=O)N1CCN(C(=O)c2cnn3ccccc23)CC1 | 4 | 14 | 9 | 29 | 1.0 | 0 | -2 | 20
CCCCN(C)CCNC(=O)C(NC(=O)C1CCC(C)CC1)C(C)C (stereo not drawn) | 10 | 5 | -3 | -1 | -0.2 | -1 | -1 | -2
COCC(C)N1CCC(Oc2ccc(C(=O)N3CCCC3)cc2)CC1 (stereo not drawn) | 0 | 3 | 2 | 24 | 0.4 | -1 | -5 | 23
Cc1ccc(C(=O)C[n+]2cc(-c3ccc(C)cc3)n3c2CCCCC3)cc1 | 46 | 20 | 80* | 53* | 1.8 | 2 | 0 | 11
CS(=O)(=O)N1CCN=C1SCc1ccc(F)cc1 | 10 | 10 | 2 | 6 | 0.8 | -6 | -4 | 14
O=C(O)CCC(=O)Nc1nc2ccccc2s1 | -7 | -6 | 6 | 6 | 0.8 | -1 | -3 | 9
Cc1cc(C(=O)NNC(=O)c2ccc(F)cc2)c(C)s1 | -10 | 14 | -8 | -3 | 3.5 | 6 | -5 | 9
O=C(N/N=C(\Cc1ncc[nH]1)c1ccccc1)c1cccnc1 | -6 | -8 | 9 | 54* | -0.1 | 5 | 2 | -2
Cc1ccc(C2=NS(=O)(=O)N(C)C(C(=O)NCc3ccccn3)=C2)cc1 | -13 | 1 | -5 | -17 | 0.9 | -2 | 4 | 6
O=[N+]([O-])c1ccccc1CN1CCN(Cc2ccccn2)CC1 | -21 | 21 | -34 | 16 | 0.5 | 0 | -1 | -7
Nc1nn(-c2ccccc2)c(N)c1N=Nc1ccc2c(c1)OCO2 | -10 | 14 | -270 | -124 | 2.3 | 1 | -3 | 5
COc1ccc(CN2CCS(=O)(=O)CC2)cc1OC | -2 | -3 | 4 | -1 | -0.9 | 1 | -2 | 4
CSc1nc(-c2ccc(C)cc2)nc(C(Cl)Cl)n1 | 28 | 0 | -21 | 97* | 52* | 12 | 1 | 11
Cc1ccc(C(c2nnnn2C2CCCC2)N2CCN3CCCC3C2)cc1 (stereo not drawn) | -12 | 24 | -7 | 15 | -2.2 | -1 | 8 | -11
